EPAC2 antagonist – blocks human EPAC2 exchange factor; AID 720708; EPAC2 GEF exchange of Rap1B-BODIPY-GDP, fluorescence; 360,000 compounds, 0.18% hits; Potency, µM (series often up to 114 µM), for inactives: at the top dose activity, negative = inhibition, usual class: inhibitors; also: potency is read from the fitted curve at half-maximal effect; % is scaled to controls: 0 for no effect and ±100 for the full control effect; nearly all actives have a fitted effect of over 45% in size; many of its hits are not listed in these tables
EPAC2 ag – activates human EPAC2 exchange factor; 360,000 compounds, 0.079% hits; Potency, µM (top dose mostly 154 µM), for inactives: at the highest dose activation, hits mostly activators; Q8WZA2; EPAC2 activation, biochemical qHTS; response scale: 100% = 6.5 mM cAMP response; also: potency is read from the fitted curve at half-maximal effect; nearly all actives have a fitted effect of over 50% in size
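Fluorescence exchange assay: 100 nM EPAC2 with 250 nM RAP1B-BODIPY-GDP and 50 uM GDP; compounds tested as a concentration-titration series (qHTS). Loss of Rap1-bound BODIPY-GDP fluorescence read at 480/540 nm; data normalized to 6.5 mM cAMP.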
aSyn rescue – alpha-synuclein toxicity inhibition in yeast | Yeast expressing alpha-synuclein, growth rescue, BacTiter-Glo, 24 h | Potency, µM (series often up to 46.1 µM), without a hit: at the top dose growth rescue (activation), actives largely listed as activators | 370,000 compounds, 0.14% hits | AID 652106; also: potency is read from the fitted curve at half-maximal effect; % of control where 0% means no effect; nearly all actives have a fitted effect of over 65% in size
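Readout is rescue of growth in alpha-synuclein-expressing yeast, so inhibitors of toxicity appear as activators. Growth after 24 hr at 30 deg C in galactose medium is quantified by luminescence.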
TDP-43 yeast inh – TDP-43 toxicity inhibition in yeast; TDP-43 expressing yeast growth rescue, BacTiter-Glo, 24 h; 410,000 compounds, 1.8% hits; Potency, µM (doses to about 46.1 µM), for the others: at the highest dose growth rescue (activation), most hits filed as activators; AID 652104; also: potency is read from the fitted curve at half-maximal effect; % of control where 0% means no effect; nearly all actives have a fitted effect of over 50% in size
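Readout is BacTiter-Glo luminescence of cell growth, so inhibitors register as activators. TDP-43-expressing yeast at OD600=0.02 in galactose medium, after raffinose pregrowth to mid-log, were incubated with compound for 24 hr at 30 deg C.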
Abeta rescue – A-beta toxicity reversal in yeast. yeast expressing A-beta42, growth rescue, OD600, 48 h; response scale: 0% DMSO, 100% iron-clioquinol control. Potency, µM (highest dose often 46.1 µM), for inactives: at the top dose growth rescue, usual class: activators. 410,000 compounds, 0.063% hits. AID 1347071; also: potency is read from the fitted curve at half-maximal effect; nearly all actives have a fitted effect of over 55% in size
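Yeast A-beta toxicity model in growth medium with pinned compounds, 48 h at 30 C; growth read as absorbance at 600 nm. Normalized to FeCl3/clioquinol equimolar mix (positive) and DMSO (negative).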
DRD3 antagonist – blocks the human D3 dopamine receptor | P35462 | D3R cells, DiscoveRx beta-arrestin luminescence, antagonist mode; stronger effect = lower value | max response, negative = inhibition, % | 360,000 compounds, 2.5% hits; in the data active = max response below about -50%; inconclusive = no clear call, values can overlap the other calls; also: % is scaled to controls: 0 for no effect and ±100 for the full control effect; mostly tested at two doses, the higher about 12 µM
Target sequence (P35462 whole entry, looked up): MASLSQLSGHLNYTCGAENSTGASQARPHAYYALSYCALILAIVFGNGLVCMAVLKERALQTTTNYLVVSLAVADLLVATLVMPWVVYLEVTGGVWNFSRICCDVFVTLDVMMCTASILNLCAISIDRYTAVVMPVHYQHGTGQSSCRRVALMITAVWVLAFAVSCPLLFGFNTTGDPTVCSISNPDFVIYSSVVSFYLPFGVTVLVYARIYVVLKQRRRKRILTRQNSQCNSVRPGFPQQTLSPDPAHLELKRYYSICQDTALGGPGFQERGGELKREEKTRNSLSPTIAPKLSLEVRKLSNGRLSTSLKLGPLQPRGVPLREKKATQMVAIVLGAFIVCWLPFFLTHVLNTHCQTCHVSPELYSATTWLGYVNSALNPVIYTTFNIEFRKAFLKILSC
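Cells expressing the human receptor were seeded at 1500 cells/well, incubated overnight at 37 degrees C in 5% CO2, then exposed to library compounds with dopamine controls for 90 minutes at 37 degrees C before luminescent detection.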
D3 ag – D3 dopamine receptor (human) agonism. P35462. D3R DiscoveRx beta-arrestin cells, luminescence, 90 min. max activation, %. 410,000 compounds, 0.58% hits; in the data active = max activation above about 30%; also: 0% is about no effect; mostly tested at two doses, the higher about 12 µM
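Agonist mode: compounds and dopamine controls were applied to plated cells for 90 min at 37 degrees C after an overnight attachment at 1500 cells/well. Luminescent read-out followed 30 - 60 minutes at room temperature with DiscoveRx detection reagent.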
FUS suppressor – suppressors of FUS proteinopathy in yeast; S. cerevisiae FUS-expressing, growth rescue, OD600, 24 h; Potency, µM (doses to about 76.6 µM), inactives show at the highest dose growth rescue (activation), most hits filed as activators; 390,000 compounds, 0.24% hits;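 also: potency is read from the fitted curve at half-maximal effect; plate controls were DMSO vehicle for no effect and reference control for full effect; nearly all actives have a fitted effect of over 55% in size; some results filed as inactive show a strong effect at the top dose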
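Restored growth of FUS-toxic S. cerevisiae, read as 600 nm absorbance after 24 h at 30C in galactose medium (starting OD 0.005). Controls CP55940 and DMSO.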
An asterisk follows results filed as active; ? = inconclusive; . = no result given; [ ] = remark or other dose. Unless noted, calls follow the shape of the dose curve; as a rule, active = well fitted curve in the direction sought with a large enough effect; inconclusive = small, poorly fitted or top-dose-only effect, or another doubt; inactive = no such curve, though single readings can be large; an effect the other way counts as inactive or inconclusive.

SMILES | EPAC2 antagonist | EPAC2 ag | aSyn rescue | TDP-43 yeast inh | Abeta rescue | DRD3 antagonist | D3 ag | FUS suppressor
Cc1nn(C)c(Cl)c1C(N)=O | 3.8% | 1.5% | -2.5% | -11.0%[1.82 µM] | 0.5% | 4.0 | 16.3 | -3.5%
Cn1cc(/C=C(\NC(=O)c2ccccc2Cl)C(=O)NCCN2CCOCC2)c2ccccc21 | 4.2% | 6.2% | -8.6% | 18.0% | 2.6% | 20.1 | -3.8 | 3.2%
COc1cc(OC)c(NC(=O)Cn2cnc3c(nc4n3CCCCC4)c2=O)cc1Cl | . | . | . | 14.4% | -6.4% | . | -1.8 | 7.2%
CC1(NC(=O)N2CCCCC2)CCS(=O)(=O)C1 (stereo unspecified) | 1.0% | 7.5% | -1.7% | 12.5% | -11.4% | -24.2 | -5.8 | -20.3%
COc1cc(S(=O)(=O)N2CCN(c3ccccc3)CC2)ccc1F | -0.7% | -3.1% | 14.9% | 22.0% | -12.2% | -1.8 | 2.8 | 2.3%
CC1(C(=O)OCC(=O)Nc2cccc(S(=O)(=O)NC3=NCCCCC3)c2)CC1(Cl)Cl (stereo unspecified) | -3.5% | -1.2% | -0.7% | -10.8% | 7.4% | 0.8 | 44.7* | 12.9%
c1ccc(Cn2nnc3c(N4CCN(Cc5ccc6c(c5)OCO6)CC4)ncnc32)cc1 | -3.9% | 9.7% | -0.3% | -9.8% | 15.4% | ? | -40.7 | 22.1%
Cc1ccc(C)c(OCCC(=O)OCC(=O)NC(=O)NC2CCCC2)c1 | -16.1% | -5.8% | 0.6% | -1.3% | 19.2% | 9.7 | -8.9 | -4.5%

Continuation.
SMILES | EPAC2 antagonist | EPAC2 ag | aSyn rescue | TDP-43 yeast inh | Abeta rescue | DRD3 antagonist | D3 ag | FUS suppressor
CCN(CC)C(=O)c1cc2c(=O)n3cccc(C)c3nc2n1C | 4.7% | 2.7% | 2.6% | 21.6% | -19.0% | 44.6 | 1.4 | 6.2%
COc1ccc(CNC(=O)c2ccc(CS(=O)(=O)Cc3ccccc3F)o2)cc1 | -1.0% | 2.0% | -0.6% | 1.0% | -3.2% | 7.9 | 3.1 | -0.1%
O=C(Nc1ccc2c(c1)OCO2)c1ccccn1 | 2.8% | 6.8% | ? | -1.5% | -16.7% | -1.8 | 0.9 | 8.4%
CCOC(=O)c1c(C)oc2cc(Br)c(OC(=O)N3CCOCC3)cc12 | -3.1% | 6.5% | 0.6% | -14.1% | -34.9%[inhibitor] | 0.0 | 3.6 | 12.7%
CCC(C)N(C(=O)CSc1nnc(NC(C)C)s1)C1CCS(=O)(=O)C1 (stereo unspecified) | -19.0% | 3.9% | 2.1% | 2.5% | 0.7% | 0.4 | 2.3 | 18.2%
CCOC(=O)Cn1ccc(NC(=O)c2ccc(F)cc2)n1 | 1.9% | 9.0% | -5.7% | 9.6% | -6.6% | -2.8 | 2.0 | 8.8%
Cc1nc2ccccc2c2nc(NC(=O)Cc3ccccc3)nn12 | 5.2% | 2.0% | -13.8% | -7.6% | 3.3% | ? | 3.4 | 14.3%
COC(=O)[C@@]1(Cc2ccc(F)cc2)[C@H]2c3cc(C(=O)N4CCCC4)n(C[C@H](O)CO)c3C[C@H]2CN1C(=O)c1ccccc1 | -1.8% | 4.2% | 6.7% | 21.4% | 1.2% | 0.0 | 3.8 | 36.7%

More results follow.
SMILES | EPAC2 antagonist | EPAC2 ag | aSyn rescue | TDP-43 yeast inh | Abeta rescue | DRD3 antagonist | D3 ag | FUS suppressor
Nc1cccc2c3c(oc12)CCCC3 | -4.1% | 2.4% | 4.0% | 0.0% | 7.9% | 10.2 | 1.5 | 9.7%
CCn1c(=O)c([N+](=O)[O-])c(NCCc2ccc(OC)c(OC)c2)c2ccccc21 | 7.5% | 1.7% | -9.8% | 0.9% | 8.2% | 14.1 | 3.3 | 12.0%
O=C(COc1ncnc2ccccc12)NCCc1ccc(F)cc1 | -1.8% | 15.9% | 1.6% | 11.9% | -7.4% | 3.5 | -13.7 | 0.7%
O=C(CCC1CCCN(C(=O)c2ccc3[nH]ccc3c2)C1)N1CCN(c2ccccn2)CC1 (stereo unspecified) | -3.4% | 2.6% | -7.2% | -19.3%[0.397 µM] | -1.4% | -17.7 | 9.8 | 17.3%
CNC(=O)C(=O)NCC1OCCN1S(=O)(=O)c1ccc2c(c1)OCCO2 (stereo unspecified) | 1.0% | 7.3% | 1.9% | -14.8% | 4.3% | 8.4 | -1.9 | 6.7%
O=C(COC(=O)c1ccco1)c1ccc(S(=O)(=O)N2CCCCC2)cc1 | -3.4% | 10.6% | 2.4% | -7.9% | 5.4% | -10.1 | -8.6 | 24.8%
CCOc1cc(C)c(C(C)C)cc1S(=O)(=O)N1CCOCC1 | 1.6% | -3.9% | 2.7% | 22.8% | 30.1% | -2.1 | 10.2 | 2.2%
Cc1ccc(NC(=O)CCS(=O)(=O)c2ccccc2)cc1S(=O)(=O)N1CCCCCC1 | -22.6% | 6.3% | 4.2% | -3.6% | -0.4% | 0.0 | -4.4 | -5.3%

The listing continues:
SMILES | EPAC2 antagonist | EPAC2 ag | aSyn rescue | TDP-43 yeast inh | Abeta rescue | DRD3 antagonist | D3 ag | FUS suppressor
CC(=O)NC(Cc1ccc(F)c(F)c1)C(=O)NC1CCN(C(=O)c2ccc(Cl)cc2)CC1 (stereo unspecified) | 3.9% | -0.9% | 9.0% | 11.5% | 1.2% | 10.8 | 3.8 | -11.9%
O=C(NCc1cccnc1)c1cc(C2CCCN(C(=O)c3cccs3)C2)on1 (stereo unspecified) | 11.4% | 8.1% | -7.6% | 2.1% | -16.5% | -122.9* | -22.2 | -1.9%
CC(C)N(C)c1ncnc2c1ncn2[C@H]1CN(C2CCCC2)C[C@@H](CO)O1 | 0.3% | -9.3% | -5.6% | 2.1% | -10.6% | 0.0 | -6.1 | -21.2%
CN1CCN(C(=O)c2cccc(NS(=O)(=O)c3ccc(Br)cc3)c2)CC1 | 5.1% | -7.0% | -0.9% | 17.6% | 6.8% | 13.1 | -2.8 | 13.3%
O=C(NC1CCN(Cc2ccccc2)CC1)c1cc(S(=O)(=O)N2CCOCC2)ccc1Cl | -4.5% | 5.5% | -8.1% | -6.8% | -7.5% | -25.2 | -20.5 | 0.2%
COc1ccc(-c2cc(C(F)(F)F)n3nc(C(=O)Nc4cc(C)ccc4C)cc3n2)cc1 | . | . | . | 0.0% | 6.4% | . | 9.0 | -7.0%

Molecules from the list above that contain a Cl atom, in the order listed:
SMILES | EPAC2 antagonist | EPAC2 ag | aSyn rescue | TDP-43 yeast inh | Abeta rescue | DRD3 antagonist | D3 ag | FUS suppressor
Cc1nn(C)c(Cl)c1C(N)=O | 3.8% | 1.5% | -2.5% | -11.0%[1.82 µM] | 0.5% | 4.0 | 16.3 | -3.5%
Cn1cc(/C=C(\NC(=O)c2ccccc2Cl)C(=O)NCCN2CCOCC2)c2ccccc21 | 4.2% | 6.2% | -8.6% | 18.0% | 2.6% | 20.1 | -3.8 | 3.2%
COc1cc(OC)c(NC(=O)Cn2cnc3c(nc4n3CCCCC4)c2=O)cc1Cl | . | . | . | 14.4% | -6.4% | . | -1.8 | 7.2%
CC1(C(=O)OCC(=O)Nc2cccc(S(=O)(=O)NC3=NCCCCC3)c2)CC1(Cl)Cl (stereo unspecified) | -3.5% | -1.2% | -0.7% | -10.8% | 7.4% | 0.8 | 44.7* | 12.9%
CC(=O)NC(Cc1ccc(F)c(F)c1)C(=O)NC1CCN(C(=O)c2ccc(Cl)cc2)CC1 (stereo unspecified) | 3.9% | -0.9% | 9.0% | 11.5% | 1.2% | 10.8 | 3.8 | -11.9%
O=C(NC1CCN(Cc2ccccc2)CC1)c1cc(S(=O)(=O)N2CCOCC2)ccc1Cl | -4.5% | 5.5% | -8.1% | -6.8% | -7.5% | -25.2 | -20.5 | 0.2%

Screening results from PubChem BioAssay.

An excerpt; count on the stated rates, not on these rows.
